Screening results (PubChem)
TTR transcr act = TTR transcription activators in neuroblastoma reporter cells, primary screen, cell-based, luminescence, SH-SY5Y, TTR promoter Gaussia luciferase | 92,000 tested, 1.3% active | 100% = recombinant luciferase protein wells | activation, % at 16.7 µM;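 active = activation above the mean of all tested compounds plus 3 SD, cut at about 9.5% in these data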;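 note: cells exposed to compounds for one day before reading; 0% = median of all test compound wells on the plate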
* marks the source's active call; other numbers are inactive results.

A first look:
#	TTR transcr act	compound
1	4.7	CCNc1ccccc(C(=O)/C=C/c2ccc3c(c2)OCO3)c1=O
2	-0.6	Cc1cc(Br)c(OCC(=O)NN)c2c1CCC2

This part in full, from the start:
#	TTR transcr act	compound
1	4.7	CCNc1ccccc(C(=O)/C=C/c2ccc3c(c2)OCO3)c1=O
2	-0.6	Cc1cc(Br)c(OCC(=O)NN)c2c1CCC2
3	-3.8	COc1ccc(C(=O)/C=C2\C(=O)Nc3ccc(Br)cc32)cc1
4	-0.1	C[C@H](CO)N1C[C@H](C)[C@@H](CN(C)C(=O)Nc2ccccc2)Oc2c(NC(=O)Nc3ccccc3)cccc2C1=O
5	-1.1	O=C(C=C(O)c1ccc(Cl)cc1)C(=O)NNC(=O)C(O)(c1ccccc1)c1ccccc1
6	5.7	CCC[C@@H]1CCCO[C@@](C(=O)NCCN2CCOCC2)(C(F)(F)F)C1
7	1.1	COc1ccc(CNC(=O)COC(=O)[C@H](Cc2ccccc2)NC(=O)c2cccs2)cc1
8	-1.3	COc1cc(OC)c(C=O)c(OC(=O)N2CCOCC2)c1
9	-3.4	O=C(Nc1nccs1)c1cccc(S(=O)(=O)N2CCOCC2)c1
10	-1.5	CCCOc1ccc(Cn2c(C)nc([N+](=O)[O-])c2SCC(O)COC)cc1[N+](=O)[O-] (stereo not drawn)

Later entries:
#	TTR transcr act	compound
11	-0.3	COc1ccc(CCNC(=O)C2CC=CCC2C(=O)O)cc1 (stereo not drawn)
12	1.0	O=C(COC(=O)c1ccc(F)cc1)Nc1ccc(Cl)cn1
13	-1.2	COc1ccc2nc(CCN(C)C(=O)C3CCC(=O)N(Cc4cccc(F)c4)C3)[nH]c2c1 (stereo not drawn)
14	-1.7	Nc1c(C(=O)NCCc2ccccc2)nnn1Cc1ccc(Cl)cc1
15	-1.2	C[C@@H](NC(=O)[C@@H]1CCCN1C(=O)[C@@H]1CCCN1C(=O)c1cccc(Cl)c1)c1ccccc1
16	0.9	Cc1ccccc1NC(=O)/C(C#N)=C/c1ccsc1
17	-1.3	O=C(O)[C@H]1CCCC[C@H]1C(=O)Nc1ccc(S(=O)(=O)N2CCCCC2)cc1
18	-0.6	CN(C(=O)c1cccc(NC(=O)Cc2ccc(NC(=O)C3CCCN(C(=O)C4CCCC4)C3)cc2)c1)C1CCCCC1 (stereo not drawn)
19	4.2	COc1ccc(-c2nnn(CC(=O)N(CC(=O)NC3CCCC3)c3cccc(C)c3)n2)cc1OC
20	0.2	COc1cc2c(cc1OC)CN(c1ccc([N+](=O)[O-])cc1Cl)CC2

Carrying on:
#	TTR transcr act	compound
21	2.1	CN(C)C(=O)c1ccc(NC(=O)COC(=O)c2cc3c(s2)CCCCC3)cc1
22	0.5	O=C(CCC1CCCC1)N1CCN(C(=O)C2CC2)CC1
23	-1.9	O=C(c1ccccc1)N1CCN(Cc2cccc(Oc3ccccc3)c2)CC1
24	1.8	O=C(NC1(O)C(=O)c2ccccc2C1=O)c1ccc(C(F)(F)F)cc1
25	1.8	COc1ccc(N2CCCCn3c2nc2c3c(=O)n(C)c(=O)n2C)cc1
26	0.7	CCCCn1nnnc1C(c1cccc(OC)c1OC)N1CCN(C/C=C/c2ccccc2)CC1 (stereo not drawn)
27	-1.3	CCCCCCCCNS(=O)(=O)CCNCCc1ccccc1
28	1.3	COc1ccc(/C=N/Nc2ccc(C(F)(F)F)cc2[N+](=O)[O-])cc1O
29	-1.1	COC(=O)C1=C(C)N(C)C(=S)NC1c1c(OC)ccc2ccccc12 (stereo not drawn)
30	1.5	O=C(CSc1nnc(NC(=O)c2ccco2)s1)Nc1ccc(F)cc1

(further entries)
#	TTR transcr act	compound
31	0.6	Cc1nc2cc(NC(=O)NCCC3=CCCCC3)ccc2o1
32	-0.4	CCCCC(=O)Nc1ccc(NC(=O)CCCC)nc1
33	0.0	Cc1onc(-c2ccccc2)c1C(=O)Nc1ccc(S(=O)(=O)N2CCCC2)cc1
34	1.2	Nc1nc(CSc2ccc(Cl)cc2)nc(N2CCCCC2)n1
35	3.0	CC(C)Sc1nc2sccc2c(=O)n1-c1ccccc1
36	1.2	O=C(O)/C=C/C(=O)N1Cc2cc3ccccc3nc2C1
37	-2.0	CCC(C)c1ccc(NC(=O)C2CCN(c3ncccn3)CC2)cc1 (stereo not drawn)
38	-3.5	CN1/C(=C\C(=O)c2ccco2)C(C)(C)c2ccccc21
39	0.1	O=C1CN(C(=O)c2ccc(Cl)c(S(=O)(=O)N3CCc4ccccc43)c2)c2ccccc2N1
40	-2.1	CC(=O)Nc1ccc(NC(=O)CSc2nccn2Cc2ccc(Cl)cc2)cc1

Going on with the list:
#	TTR transcr act	compound
41	1.4	CC(=O)N1c2ccc(S(=O)(=O)NCCC(=O)NCc3ccc(F)cc3)cc2CC1C (stereo not drawn)
42	1.2	Cc1ccc(C2(C(F)(F)F)N=C3Sc4cc(C)cc(C)c4N3C(=O)N2)cc1 (stereo not drawn)
43	-0.1	COc1ccc(CC(=O)NC(C)c2ccc3ccccc3c2)cc1 (stereo not drawn)
44	0.6	COc1ccc(C(=O)Nn2cnnc2)cc1
45	-0.2	Cc1ccccc1NC(=O)NCc1ccccn1
46	0.9	C=CCN1C(=O)C2C(C(=O)NCc3ccccc3)C3(C)C=CC2(O3)C1C(=O)NC(C)(C)C (stereo not drawn)
47	-0.3	O=C1CCC(NC(=O)Cc2ccccc2)C(=O)N1 (stereo not drawn)
48	-0.2	COc1ccc(OCCCC(=O)ON=C(N)c2ccccc2Cl)cc1
49	0.5	CCOC(=O)N1CCN(c2c(N3CCN(c4ccc(OC)cc4)CC3)c(=O)c2=O)CC1
50	-2.0	O=C1COc2ccc(C(=O)COC(=O)c3ccco3)cc2N1

Remaining list, next part
#	TTR transcr act	compound
51	6.2	C[C@H](CO)N1C[C@H](C)[C@@H](CN(C)C(=O)Nc2ccc3c(c2)OCO3)Oc2ccc(NC(=O)C3CCCCC3)cc2C1=O
52	-1.2	OCC(O)C1OC(c2ccco2)OC(CO)C1O (stereo not drawn)
53	1.0	O=C(C[C@H]1C/C=C\C[C@@H](Cc2ccc(F)cc2)C(=O)O[C@H](c2ccccc2)CNC1=O)N[C@@H](CO)Cc1ccccc1
54	-1.2	C/C(=C\c1ccccc1)C(=O)Nc1nc2ccc([N+](=O)[O-])cc2s1
55	-2.2	NCc1cccc(CNc2ccc([N+](=O)[O-])cc2C(N)=O)c1
56	0.7	Fc1ccccc1CSc1ncnc2c1ncn2C1CCCO1 (stereo not drawn)
57	-4.7	COc1ccc(/C=N/OCC(=O)NC(c2ccccc2)c2ccccc2)cc1OC
58	1.0	CCCCOC(=O)c1ccc(NC(=O)c2ccc(F)cc2F)cc1
59	-1.2	COCCCNC(=S)NCCNc1nc2cc(C)c(C)cc2cc1C#N
60	-6.3	O=C(c1nsnc1-c1ccccc1O)N1CCCCC1

(listing goes on)
#	TTR transcr act	compound
61	0.8	Cn1c(=O)oc2cc(S(=O)(=O)N3CCN(c4ccc(F)cc4)CC3)ccc21
62	-1.7	Cc1ccc(NC(=O)C[n+]2cc(-c3ccc(C)cc3)n3c2CCC3)cc1
63	0.3	CCCCCCSc1nnc2[nH]c(=O)cc(N)n12
64	0.5	COc1ccc(OCc2nc(C#N)c(N3CCN(c4ccc(OC)cc4)CC3)o2)cc1
65	-0.9	COc1ccc(C(=O)Nc2c(-c3cccs3)c(=O)c3ccccc3n2C)cc1
66	-1.5	CCOC(=O)C1=NN(C(=O)c2ccc(OC)cc2)C(O)(c2ccc(Cl)cc2)C1 (stereo not drawn)
67	-0.7	O=C1CC(NCCN2CCOCC2)C(=O)N1Cc1ccc(N2CCCC2=O)cc1 (stereo not drawn)
68	3.1	CC1CC(=O)N(CC(=O)NCc2ccco2)c2ccccc2S1 (stereo not drawn)
69	1.1	Cc1ccc(S(=O)(=O)N2CC=C(N)N2)cc1
70	-0.4	CC(=O)Nc1ccc(Nc2c3c4c(cccc4n(C)c2=O)C(=O)c2ccccc2-3)cc1

Later entries.
#	TTR transcr act	compound
71	-1.1	CCc1nn(CC(=O)N2CC(C)CC(C)C2)c(=O)c2cccn12 (stereo not drawn)
72	-0.8	O=c1cc[nH]c2ccc(OC(F)(F)F)cc12
73	-1.9	CCOc1ccc(Nc2ccc(S(=O)(=O)N3CCOCC3)cc2[N+](=O)[O-])cc1
74	-2.0	COc1cc(NC(=O)Cn2c(=O)n(CC3CCCO3)c(=O)c3cc(OC)c(OC)cc32)cc(OC)c1 (stereo not drawn)
75	-0.5	OCC1OC(O)CC(O)C1O (stereo not drawn)
76	-1.4	Cc1c(NS(=O)(=O)c2ccc(Cl)c(C(=O)OC(C)C(=O)NCc3ccco3)c2)c(=O)n(-c2ccccc2)n1C (stereo not drawn)
77	-0.2	Nc1[nH]c(C(=O)c2ccccc2)c(-c2ccc(Cl)cc2Cl)c1C(=O)c1cccs1
78	-1.0	CC(C)C(=O)NC(=S)Nc1ccccc1C(F)(F)F
79	0.4	COc1cc(OC)cc(C(=O)Nc2cccc3c2CCCC3)c1
80	9.4	CCC(C)Sc1nc(O)cc(=O)[nH]1 (stereo not drawn)

Additional results.
#	TTR transcr act	compound
81	-0.3	Cc1cc(C(=O)NC(C)c2ccc3c(c2)OCO3)cs1 (stereo not drawn)
82	10*	N/C(CCN1CCOCC1)=N/O
83	-4.4	Cc1ccc(CN(C(=O)Cn2nnc3ccccc32)C(C(=O)NCc2ccco2)c2cccs2)cc1 (stereo not drawn)
84	-2.5	Cc1ccc(-n2c(SCC(=O)N3CC(=O)Nc4ccccc43)nc3ccccc3c2=O)cc1C
85	-0.3	COCc1cc(=O)n2[nH]c(-c3ccco3)cc2n1
86	-0.2	COc1ccc(OC)c(NC(=O)NCc2ccc(F)cc2)c1
87	-0.3	Cc1ccc2c(c1)C1(SCCS1)C(=O)N2
88	3.0	Cc1cccnc1NC(=O)NC(=O)c1ccc(C(C)(C)C)s1
89	-3.8	Cc1sc2ncnc(N3CCC(C(=O)NCC(=O)Nc4ccc(F)c(F)c4)CC3)c2c1C
90	-0.9	Cc1ccc2c(C)nc(Nc3nc(CSc4nc5ccccc5s4)cc(=O)[nH]3)nc2c1

A draw from above in order of SMILES length, highest first:
#	TTR transcr act	compound
83	-4.4	Cc1ccc(CN(C(=O)Cn2nnc3ccccc32)C(C(=O)NCc2ccco2)c2cccs2)cc1 (stereo not drawn)
84	-2.5	Cc1ccc(-n2c(SCC(=O)N3CC(=O)Nc4ccccc43)nc3ccccc3c2=O)cc1C
89	-3.8	Cc1sc2ncnc(N3CCC(C(=O)NCC(=O)Nc4ccc(F)c(F)c4)CC3)c2c1C
90	-0.9	Cc1ccc2c(C)nc(Nc3nc(CSc4nc5ccccc5s4)cc(=O)[nH]3)nc2c1
85	-0.3	COCc1cc(=O)n2[nH]c(-c3ccco3)cc2n1
87	-0.3	Cc1ccc2c(c1)C1(SCCS1)C(=O)N2

The list continues.
#	TTR transcr act	compound
91	-0.3	CC(=O)Nc1ccc(NC(=O)C(C)OC(=O)c2ccc(N(C)C)cc2)cc1 (stereo not drawn)
92	-0.5	O=c1cc(-c2ccc(Cl)cc2)nc(N2CCN(c3ccccc3)CC2)[nH]1
93	0.8	COCCCNC(=O)c1csc([C@@H]2C[C@H](O)[C@@H](CO)O2)n1
94	4.0	CCn1c(N)nc2ccccc21
95	-5.1	COc1ccc(OC)c(Nc2nc(N)nc(-c3cc4ccccc4o3)n2)c1
96	2.0	CN1CCN(CCNC(=O)Nc2ccc(Cl)cc2)CC1
97	0.5	C/C(=N\NC(=O)Cc1ccc(Cl)c(Cl)c1)c1cccnc1
98	-1.0	Cc1ccccc1NC(=O)CNc1ccccc1C(=O)NCc1ccco1
99	2.0	CCOC(=O)c1c(C)oc(=O)c(CC)c1O
100	2.8	O=C(c1ccccc1F)N1CCN(S(=O)(=O)c2ccc(S(=O)(=O)N3CCCCCC3)cc2)CC1

Additional records
#	TTR transcr act	compound
101	6.1	CC(=O)N1N=C(c2ccco2)CC1c1cc2ccc(C)cc2nc1Cl (stereo not drawn)
102	0.4	O=[N+]([O-])c1ccc(S(=O)(=O)NN=C2CCCCC2)cc1
103	-1.7	CC(Sc1ccc(S(=O)(=O)N2CCOCC2)cn1)c1ccccc1Cl (stereo not drawn)
104	1.8	Cc1sc(NC(=O)c2ccco2)c(C(c2cccnc2)N2CCCC2)c1C (stereo not drawn)
105	-0.4	COc1ccc(S(=O)(=O)n2cccc2)cc1
106	6.2	CC(=O)n1cc(-c2ccncc2)c2ccccc21
107	-0.6	Cc1ccc(S(=O)(=O)N2CCOCC2)cc1NC(=O)COC(=O)c1ccc(Cl)s1
108	1.7	CCN(CC)c1ccc(C2=NNC(=O)CC2C)cc1[N+](=O)[O-] (stereo not drawn)
109	1.0	CCOc1ccccc1NC(=O)C1=C(C)NC(=S)NC1c1cccs1 (stereo not drawn)
110	0.4	Cc1ccc(NC(=S)NCCN(C2CCCCC2)C2CCCC2)cc1

More entries follow:
#	TTR transcr act	compound
111	-0.3	CC1CCN(S(=O)(=O)c2ccc(C(=O)N(C)C3CCS(=O)(=O)C3)cc2)CC1 (stereo not drawn)
112	1.9	CC(C(=O)OCC(=O)Nc1ncc(Cl)cc1Cl)N1C(=O)c2ccccc2C1=O (stereo not drawn)
113	0.6	Cc1cc(C)nc(NC(=S)N2CCN(c3ccc(C(F)(F)F)cn3)CC2)c1
114	-5.9	CCN(CC)S(=O)(=O)c1cccc(NC(=O)/C=C/c2cccc([N+](=O)[O-])c2)c1
115	1.7	Cc1ccnc(NS(=O)(=O)c2ccc(NC(=O)c3ccccc3F)cc2)n1
116	-0.7	Cc1cccc(C)c1-n1nnnc1C1c2ccccc2OCC(=O)N1Cc1ccc(F)cc1 (stereo not drawn)
117	6.3	CC(=O)c1ccc(C(=O)N2CCC(n3nccc3NC(=O)C3CC3)CC2)cc1
118	-0.5	CCN(CC(=O)Nc1ccc(OC)cc1)C(=O)c1ccc(N2C(=O)CCC2=O)cc1
119	1.8	CC(C)(C)OC(=O)C[C@@H]1C/C=C\C[C@H](CC(=O)N(CCO)Cc2ccccc2)C(=O)N[C@@H](c2ccccc2)COC1=O
120	-4.8	Cc1ccc(S(=O)(=O)N2C[C@H]3n4c(=O)ccc(=O)n4C[C@H](OC(=O)NCC4CCCCC4)[C@@]3(O)C2)cc1
121	0.7	CCC(C)[C@H](NC(=O)N1CCn2c1nc1ccccc12)C(=O)NCc1ccc(OC)cc1 (stereo partly drawn)

Printed as active in TTR transcr act (from the list above):
#	TTR transcr act	compound
82	10*	N/C(CCN1CCOCC1)=N/O

Not all compounds are listed, so the mix of outcomes need not match the whole.
